LGR2 inh – blocks bursicon-induced cAMP signaling via Drosophila LGR2; 380,000 tested, 0.35% active; inhibition, % at 9.99 µM; HEK293 LGR2, CRE-luciferase, bursicon-stimulated, 4 h;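 active means drop in luminescence signal, shown as inhibition above about 50% in the replicate tests, limit read from the data, passing the limit was not always enough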;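 further: agonist challenge used bursicon conditioned medium at about half maximal strength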
PglD DTNB – PglD (C. jejuni) enzyme inhibition; purified PglD enzyme, DTNB colorimetric CoA detection; 360,000 tested, 0.098% active; inhibition, % at 12.5 µM; in the data active means inhibition above about 16%, passing the limit was not always enough; further: strong numbers were not always called active
EWS-Fli block – blocks EWS/Fli oncoprotein-driven transcription; A673 NR0B1-luciferase reporter, viability-normalised; 350,000 tested, 0.67% active; inhibition, % at 12.6 µM; AID 651661;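 active means mean inhibition of at least 50% after viability correction, with every replicate also passing that limit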;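 further: firefly luciferase signal divided by Alamar Blue viability fluorescence both relative to DMSO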
ERAP1 inh – inhibitors of human ERAP1 aminopeptidase; 340,000 tested, 0.15% active; inhibition, % at 10.7 µM; recombinant ERAP1, Leu-AMC fluorescence, 60 min; Q9NZ08;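 active means mean replicate inhibition of at least 30%, or all replicates individually reaching that 30% level; inactive means mean below 30% and not every replicate reaching it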;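 further: 0% = neutral control wells and 100% = L-leucinethiol positive control wells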
Target sequence (Q9NZ08 whole entry, looked up): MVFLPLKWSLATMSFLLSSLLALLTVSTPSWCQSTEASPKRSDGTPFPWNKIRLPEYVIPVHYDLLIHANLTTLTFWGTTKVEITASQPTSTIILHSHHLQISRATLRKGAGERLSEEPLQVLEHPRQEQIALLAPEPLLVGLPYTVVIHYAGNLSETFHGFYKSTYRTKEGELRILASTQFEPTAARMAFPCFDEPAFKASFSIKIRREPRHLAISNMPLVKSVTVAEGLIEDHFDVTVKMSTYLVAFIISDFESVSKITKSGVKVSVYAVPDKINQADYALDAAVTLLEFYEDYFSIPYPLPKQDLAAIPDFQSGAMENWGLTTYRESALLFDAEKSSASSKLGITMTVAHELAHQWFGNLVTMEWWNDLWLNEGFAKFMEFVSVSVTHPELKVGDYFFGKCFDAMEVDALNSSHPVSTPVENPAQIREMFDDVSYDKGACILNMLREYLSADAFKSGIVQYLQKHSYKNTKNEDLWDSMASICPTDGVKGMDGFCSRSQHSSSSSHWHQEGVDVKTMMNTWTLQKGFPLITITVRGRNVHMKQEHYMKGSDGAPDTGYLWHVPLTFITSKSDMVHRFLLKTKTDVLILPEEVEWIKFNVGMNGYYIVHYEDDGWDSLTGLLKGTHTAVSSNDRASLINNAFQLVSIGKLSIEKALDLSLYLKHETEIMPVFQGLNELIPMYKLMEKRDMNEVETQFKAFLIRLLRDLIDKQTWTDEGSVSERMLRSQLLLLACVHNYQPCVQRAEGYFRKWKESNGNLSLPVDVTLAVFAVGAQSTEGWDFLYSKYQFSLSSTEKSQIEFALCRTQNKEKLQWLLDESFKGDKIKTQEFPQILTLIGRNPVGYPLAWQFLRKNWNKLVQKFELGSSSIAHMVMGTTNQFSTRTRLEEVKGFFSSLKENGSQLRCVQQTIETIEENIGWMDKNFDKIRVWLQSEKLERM
S100A4 MyoIIA – S100A4-myosin IIA interaction inhibition; P26447; S100A4/TAMRA-MyoIIA peptide fluorescence polarization; inhibition, % at 10.7 µM; 360,000 tested, 0.14% active; AID 652163;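 active means mean inhibition of at least 70% across replicates, with every replicate also reaching that level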
Target sequence (P26447 whole entry, looked up): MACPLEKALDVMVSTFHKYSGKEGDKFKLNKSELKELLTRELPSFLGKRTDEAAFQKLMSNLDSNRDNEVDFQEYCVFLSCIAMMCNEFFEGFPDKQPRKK
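Material: S100A4 monomer (human). Medium: Calcium-containing HEPES buffer, pH 7.2. Probe or stimulus: labelled myosin peptide probe, 5 nM. Compound dosing: one concentration per compound. Timing: polarization read 5 min after assay mix addition, stable 5–60 min. Benchmarks: DMSO as neutral control, TFP as positive control.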
FN deposit inh – fibronectin deposition inhibition; AH1F fibroblasts, Alexa488-fibronectin deposition fluorescence, overnight; inhibition, % at 12.6 µM; 350,000 tested, 0.086% active; AID 743247;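 active means mean inhibition across replicates of 30% or more, regardless of how many single replicates reach that level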;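 further: positive control wells lacked labelled fibronectin entirely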
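Assay system: AH1F fibroblast monolayer, labelled fibronectin deposition. Amount: 10000 cells per well. Also added: labelled fibronectin 24 nM. Compound: single-point pinned compound. Incubation: cell attachment 1 h, compound and FN exposure overnight. Detection: fluorescence after three HBSS washes, excitation 485 nm, emission 525 nm. Read-out: inhibition of fibronectin deposition signal.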
PAX8 reporter – lowers PAX8-driven luciferase in RMG-I cells. RMG-I TPO-luciferase reporter, SteadyGlo, 24 h. inhibition, % at 12.6 µM. 360,000 tested, 1.2% active;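 active means mean replicate inhibition at least 60% with every replicate also reaching 60%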;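 further: luciferase light reporting Pax8 driven TPO promoter activity; plate controls were median of neutral control wells for no effect and mitoxantrone controls for full effect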
PGC1a acetyl inh – lowers PGC1a acetylation signal in U2OS cells | AlphaScreen anti-acetyl-lysine; with virally co-expressed GCN5 acetyltransferase | inhibition, % at 15.6 µM | 350,000 tested, 0.17% active | AID 651687;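 active means every replicate shows inhibition of at least 40%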;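 further: 0% = neutral control wells and 100% = positive control wells; some results beyond the cut were filed as inactive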
Active calls of the source: *; . = no result given.

[1] C[C@@H]1CN([C@@H](C)CO)C(=O)Cc2cc(NC(=O)Nc3ccc(F)cc3)ccc2O[C@H]1CN(C)Cc1ccc(-c2ccccc2)cc1
[2] CC1CCN(c2ccc(NC(=O)c3ccccc3[N+](=O)[O-])cc2)CC1
[3] COc1ccccc1C(=O)NNC(=O)C12CC3CC(CC(C3)C1)C2
[4] Cc1cccc(C)c1OCc1cc(C(=O)NCC2COCCO2)no1 (stereo unspecified)
[5] COc1ccc(CCC(=O)OCC(=O)c2ccc[nH]2)cc1OC
[6] C[C@@H]1CN([C@H](C)CO)S(=O)(=O)c2ccc(-c3cccc(C#N)c3)cc2O[C@@H]1CN(C)C(=O)C1CC1
[7] Cn1c(NC(=O)c2ccccc2)nc2ccccc21
[8] COc1ccc2nc(SC(C(=O)c3ccccc3)c3ccccc3)nc(C)c2c1 (stereo unspecified)

Compound,1,2,3,4,5,6,7,8
EWS-Fli block,-1,-31,15,-11,-1,5,-52,3
LGR2 inh,-12,-34,-7,-7,8,-1,-37,-4
PAX8 reporter,.,-5,35,.,2,.,-128,37
ERAP1 inh,1,1,0,-5,6,-2,-3,-1
S100A4 MyoIIA,1,-7,2,2,2,-1,-1,1
FN deposit inh,-3,-2,13,-1,-10,-2,4,4
PGC1a acetyl inh,-3,-4,19,-6,.,-1,12,-18
PglD DTNB,9,6,0,5,3,0,0,8

[9] Cc1csc(N/N=C/c2c(F)cccc2Cl)n1
[10] COC(=O)c1ccc(NC(=S)NN2CCCCC2c2cccnc2)cc1 (stereo unspecified)
[11] COc1cccc([C@@H]2CC=C(C(=O)O)[C@H](c3cccc(Cl)c3)N2S(=O)(=O)c2ccc(C)cc2)c1
[12] Cc1ccc(OCCNC(=O)CCNC(=O)c2ccc(Cl)cc2)cc1
[13] Nc1nc(CSCCO)nc(Nc2ccc(F)cc2)n1
[14] CC(=O)N1CCCCN2[C@H](CO)[C@@H](c3ccc(C#Cc4ccccc4F)cc3)[C@@H]2C1
[15] CCN(CC)S(=O)(=O)c1ccc(N2CCOCC2)c(NC(=O)C2COc3ccccc3O2)c1 (stereo unspecified)
[16] O=C(NCCN1CCN(c2cccc(Cl)c2)CC1)c1cccn2c(=O)c3ccccc3nc12

Compound,9,10,11,12,13,14,15,16
EWS-Fli block,-12,1,-10,2,.,-6,9,2
LGR2 inh,-51,3,2,1,.,-4,15,2
PAX8 reporter,-1,-20,0,6,-17,-8,2,-5
ERAP1 inh,2,4,6,1,.,1,-2,-1
S100A4 MyoIIA,-2,-1,-2,2,.,3,-5,-3
FN deposit inh,14,7,3,-11,-3,.,-7,4
PGC1a acetyl inh,-7,6,.,1,-12,-3,5,-3
PglD DTNB,-2,2,1,5,3,1,-6,.

[17] CCCNC(=O)N(C)C[C@@H]1Oc2cc(C#CCC(C)C)ccc2S(=O)(=O)N([C@@H](C)CO)C[C@@H]1C
[18] C=CCn1c(SCCN2CCCC2)nc2c([nH]c3ccccc32)c1=O
[19] COc1ccc(CCN2C(=O)COc3ccccc3C2C(=O)Nc2ccc3c(c2)OCCO3)cc1OC (stereo unspecified)
[20] CC1=C(C(=O)Nc2ccc(Br)cc2)C(c2ccco2)NC(=O)N1 (stereo unspecified)
[21] O=C(O)c1ccccc1C(=O)NCC(O)c1ccccc1 (stereo unspecified)
[22] COc1ccc(-c2cc(-c3ccco3)[nH]c(=O)c2C#N)cc1OC
[23] COc1ccc(NS(=O)(=O)c2c(C)[nH]c(C)c2C(=O)N2CCCCC2)cc1Cl
[24] Cc1cccc(COC(=O)C(Cc2ccccc2)NC(N)=O)c1 (stereo unspecified)

Compound,17,18,19,20,21,22,23,24
EWS-Fli block,7,13,4,9,6,8,.,5
LGR2 inh,-4,0,2,6,18,3,1,-15
PAX8 reporter,.,1,0,.,0,16,13,-2
ERAP1 inh,2,0,.,-1,0,3,-4,2
S100A4 MyoIIA,17,-2,-1,-8,-6,-5,-4,0
FN deposit inh,.,-38,0,.,-5,1,-6,9
PGC1a acetyl inh,0,.,.,5,.,4,-9,.
PglD DTNB,-2,.,.,-117,.,1,3,-2

[25] COc1ccc(C2C(C#N)=C(N)Oc3c2ccc2cccnc32)cc1OC (stereo unspecified)
[26] O=C(N1CCOCC1)N1CCc2ccccc21
[27] CCc1nnc(NC(=O)CSc2nnc(-c3cc4ccccc4cc3O)n2CCOC)s1
[28] COc1ccc(NC(=O)Nc2cccc3c2O[C@@H](CN(C)Cc2ccc(C(=O)Nc4ccccc4N)cc2)[C@@H](C)CN([C@@H](C)CO)C3=O)cc1
[29] Cc1oc(-c2ccccc2Cl)nc1CS(=O)CC(=O)NCc1cccs1 (stereo unspecified)
[30] O=C(Cc1ccccc1F)OCC(=O)N1CCN(C(=O)c2ccco2)CC1
[31] CC(C)(C)C(=O)N1NC(=Nc2ccccc2)SC1(C)C
[32] CCCNC(=O)N1[C@@H](CO)[C@@H]2c3ccccc3N(C(=O)Nc3ccccc3)C[C@@H]21

Compound,25,26,27,28,29,30,31,32
EWS-Fli block,26,-6,.,12,-1,-8,17,-11
LGR2 inh,-17,7,.,15,-3,15,.,3
PAX8 reporter,86*,24,17,44,7,-5,-7,-10
ERAP1 inh,10,4,.,0,3,1,.,.
S100A4 MyoIIA,2,-2,.,-1,-2,-3,-23,.
FN deposit inh,-1,5,-1,.,-1,-6,0,1
PGC1a acetyl inh,2,1,-19,-26,.,.,4,-4
PglD DTNB,.,4,0,.,-5,.,6,3

Some of the entries above, reformatted:
No.	canonical_smiles	EWS-Fli block	LGR2 inh	PAX8 reporter	ERAP1 inh	S100A4 MyoIIA	FN deposit inh	PGC1a acetyl inh	PglD DTNB
15	CCN(CC)S(=O)(=O)c1ccc(N2CCOCC2)c(NC(=O)C2COc3ccccc3O2)c1 (stereo unspecified)	9	15	2	-2	-5	-7	5	-6
16	O=C(NCCN1CCN(c2cccc(Cl)c2)CC1)c1cccn2c(=O)c3ccccc3nc12	2	2	-5	-1	-3	4	-3	.
17	CCCNC(=O)N(C)C[C@@H]1Oc2cc(C#CCC(C)C)ccc2S(=O)(=O)N([C@@H](C)CO)C[C@@H]1C	7	-4	.	2	17	.	0	-2
18	C=CCn1c(SCCN2CCCC2)nc2c([nH]c3ccccc32)c1=O	13	0	1	0	-2	-38	.	.
19	COc1ccc(CCN2C(=O)COc3ccccc3C2C(=O)Nc2ccc3c(c2)OCCO3)cc1OC (stereo unspecified)	4	2	0	.	-1	0	.	.
20	CC1=C(C(=O)Nc2ccc(Br)cc2)C(c2ccco2)NC(=O)N1 (stereo unspecified)	9	6	.	-1	-8	.	5	-117

Following part.
[33] Cc1ccc(S(=O)(=O)Nc2ccc3c(c2)C(=O)N([C@@H](C)CO)C[C@H](C)[C@@H](CN(C)Cc2ccc(C(=O)O)cc2)O3)cc1
[34] Cc1ccc(C)c2[nH]c(=O)c(CN(Cc3cccs3)C(=S)NCc3ccco3)cc12
[35] CN(C)C(=O)c1cccc(-c2ccc3n(c2=O)C[C@H]2[C@H](CO)[C@@H](C(=O)NCC4CC4)N[C@@H]32)c1
[36] CCN(CC)CCOC(=O)c1ccc(NC(=O)CSc2nnc(-c3cccs3)n2CC)cc1
[37] O=C1C=C(c2cccc(CO)c2)C[C@@H](c2ccc(F)cc2)C1
[38] C[C@@H]1CN([C@H](C)CO)C(=O)c2cc(NS(=O)(=O)c3ccc(Cl)cc3)ccc2O[C@@H]1CN(C)CC1CCCCC1
[39] O=S(=O)(Cc1ccccc1)Nc1ccccc1Br
[40] CC(C)=NOc1nc(NC(=O)NS(=O)(=O)c2ccccc2Cl)nc(N(C)C)n1

Compound,33,34,35,36,37,38,39,40
EWS-Fli block,0,.,-8,-2,-8,5,-3,-4
LGR2 inh,11,-6,-15,0,-20,1,-8,-7
PAX8 reporter,-8,12,.,-2,0,13,-8,0
ERAP1 inh,-1,.,1,4,3,-2,-1,0
S100A4 MyoIIA,2,.,-1,2,-2,-10,-1,-2
FN deposit inh,.,0,12,0,-9,-7,0,8
PGC1a acetyl inh,1,1,.,-1,.,.,2,14
PglD DTNB,-2,-5,-1,-2,-3,3,-1,9

[41] CN(C(=O)CSc1nc(C2CC2)n(-c2ccccc2)n1)C1CCS(=O)(=O)C1 (stereo unspecified)
[42] COC(=O)[C@H](Cc1ccc(O)cc1)NC(=O)Cn1ccc(NC(=O)OCc2ccccc2)nc1=O
[43] FC(F)(F)c1ccc(N2CCN(c3ncnc4c3nnn4Cc3ccccc3)CC2)nc1
[44] Cc1ccc(C2NC(=O)c3ccccc3O2)cc1 (stereo unspecified)
[45] CCN1C(=O)[C@H]2[C@H]3CN=C(SCc4ccc(Cl)cc4)N3[C@@](CC)(C(=O)OC)[C@H]2C1=O
[46] O=C1CC(c2nc3ccccc3[nH]2)CN1c1cccc(C(F)(F)F)c1 (stereo unspecified)
[47] COCCn1c(C)cc(C(=O)COc2nc3ccccc3nc2C)c1C
[48] O=C(N/N=C/c1ccccn1)c1ccncc1

Compound,41,42,43,44,45,46,47,48
EWS-Fli block,-1,-4,.,12,2,4,.,-11
LGR2 inh,8,4,11,14,-6,-9,.,-13
PAX8 reporter,3,-7,.,2,-12,17,11,-19
ERAP1 inh,1,.,1,0,0,0,.,2
S100A4 MyoIIA,-2,8,6,-13,-2,-13,.,1
FN deposit inh,-4,-6,.,-2,-3,-6,0,-3
PGC1a acetyl inh,.,.,0,1,-7,-1,2,-4
PglD DTNB,-8,2,0,-1,-2,-6,-3,-4

[49] COC(=O)C1(CC2CC(c3ccccc3)=NO2)CCN(C(=O)OC(C)(C)C)CC1 (stereo unspecified)
[50] CSCCC(NC(=O)COc1ccccc1)C(=O)OCC(=O)c1ccccc1 (stereo unspecified)
[51] COc1ccc(NC(=O)CSc2nc3ccccc3nc2N2CCCC2)cc1Cl
[52] CN(C)S(=O)(=O)c1ccc(/C(O)=C2/C(=O)C(=O)N(Cc3cccnc3)C2c2ccncc2)cc1 (stereo unspecified)
[53] C[C@H](CO)N1C[C@H](C)[C@H](CN(C)Cc2ccc(Oc3ccccc3)cc2)Oc2ccc(NC(=O)CCC(F)(F)F)cc2CC1=O
[54] Cc1ccc(OCC(=O)N2CCCCCC2)c(C)c1
[55] O=C1C(Cl)=C(NCCc2ccccc2)C(=O)N1CCc1ccccc1
[56] NC(=O)c1cccnc1Oc1ccc(Cl)cc1Cl
[57] Cc1ccc(-c2csc(NCCn3c(C(F)(F)F)nc4ccccc43)n2)cc1

Compound,49,50,51,52,53,54,55,56,57
EWS-Fli block,-11,-3,-2,.,8,-26,.,3,18
LGR2 inh,-2,14,2,.,-3,-20,.,9,-7
PAX8 reporter,6,3,9,12,7,.,-55,-14,12
ERAP1 inh,.,-4,-1,.,.,2,.,8,-1
S100A4 MyoIIA,-5,0,-6,.,.,1,.,3,0
FN deposit inh,15,0,15,0,-6,.,-1,-5,-6
PGC1a acetyl inh,-1,3,.,9,-2,-22,-6,-5,-7
PglD DTNB,-1,-3,-4,1,-1,-1,-3,.,-2

Assay outcomes (PubChem BioAssay)
